PvdQ acylase = P. aeruginosa PvdQ acylase inhibition; AID 488965; hit rate 0.063% among 340,000; purified PvdQ acylase, fluorescence plate reader; inhibition, % at 10 µM; in the data active = inhibition above about 30%, passing the limit was not always enough; inconclusive = no clear call, values can overlap the other calls;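 also: 0% = vehicle neutral wells and 100% = reference inhibitor wells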
MITF act = activators of MITF-driven TRPM1 promoter activity in SK-MEL-5 cells | AID 588334 | hit rate 0.75% among 300,000 | activation, % at 12.5 µM | SK-MEL-5 TRPM1-promoter luciferase, 24 h; % of positive control, neutral wells = 0;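 active = mean activation of at least 80% with every replicate also reaching 80%; inconclusive = mean reaches 80% but some replicate falls short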;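 also: 0% = neutral control wells and 100% = parthenolide positive control wells; values of inactives mirror those of a sister screen read the other way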
SR-BI HDL uptake = inhibitors of mouse SR-BI mediated HDL lipid uptake | ldlA[mSR-BI] CHO cells, DiI-HDL uptake fluorescence, 3 h | Q61009 | AID 488896 | inhibition, % at 12.5 µM | hit rate 0.96% among 320,000;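 active = mean replicate inhibition of at least 70% and a set share of replicates each scoring 70 or more; inconclusive = meets just one of the two criteria; inactive = fails both criteria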;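 also: 0% = median of neutral control wells and 100% = median of positive control wells; values of inactives mirror those of a sister screen read the other way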
HTR5A ag = HTR5A agonism, opioid heterodimer counter-screen; activation, % at 9.3 µM; HTR5A agonist assay, luminescence, cell-based; hit rate 0.61% among 340,000; P47898; in the data active = activation mostly above about 9.5%, no sharp cut-off; inactive = mostly below about 7.6%;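 also: 0% = cells with vehicle only and 100% = reference agonist; strong numbers were not always called active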
V-ATPase pHluor = regulators of yeast V-ATPase proton transport; AID 504577; S. cerevisiae, pHLuorin cytosolic pH fluorescence; hit rate 0.37% among 350,000; response, % at 10 µM; in the data active = response mostly above about 7.3%, no sharp cut-off; inactive = mostly below about 5.4%; also: actives read high; inactives centre near 0; some compounds called inactive have numbers as strong as hits; reference of the scale not given here
HTR5A inv ctr = counter-screen for OPRM1-OPRD1 inverse agonists: human HTR5A inverse agonism; inhibition, % at 9.3 µM; hit rate 0.083% among 340,000; P47898; HTR5A cell line, luminescence; in the data active = inhibition mostly above about 23%, no sharp cut-off; inactive = mostly below about 18%;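 also: 0% = cells with DMSO and 100% = no-cell wells with DMSO; some compounds called inactive have numbers as strong as hits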
NSD2 HMT inh = inhibitors of human histone methyltransferase NSD2 | hit rate 0.54% among 310,000 | NSD2 peptide methylation, AlphaScreen, 120 min | inhibition, % at 12.5 µM; in the data active = inhibition above about 50%
CDK5 inh = inhibitors of human CDK5/p35 kinase | Recombinant CDK5/p35, ADP-Glo luminescence, 60 min | hit rate 0.01% among 330,000 | AID 488839 | Q00535+Q15078 | inhibition, % at 10 µM;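 active = highest replicate inhibition of at least 50% and at least 75% of replicates reaching 50%; inconclusive = only one of the two criteria met; inactive = both criteria failed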;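 also: plate controls were DMSO neutral control for no effect and GW8510 at 10 µM for full effect; many of its hits are not listed in these tables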
Target sequence (Q00535 whole entry, looked up): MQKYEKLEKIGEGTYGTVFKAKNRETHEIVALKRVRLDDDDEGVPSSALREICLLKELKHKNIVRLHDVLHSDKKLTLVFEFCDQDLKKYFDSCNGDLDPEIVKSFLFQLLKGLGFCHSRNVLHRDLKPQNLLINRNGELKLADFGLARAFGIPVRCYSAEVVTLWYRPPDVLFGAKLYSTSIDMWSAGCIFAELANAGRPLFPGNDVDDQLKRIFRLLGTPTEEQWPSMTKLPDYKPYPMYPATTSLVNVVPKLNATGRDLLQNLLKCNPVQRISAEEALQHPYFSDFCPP
Target sequence (Q15078 whole entry, looked up): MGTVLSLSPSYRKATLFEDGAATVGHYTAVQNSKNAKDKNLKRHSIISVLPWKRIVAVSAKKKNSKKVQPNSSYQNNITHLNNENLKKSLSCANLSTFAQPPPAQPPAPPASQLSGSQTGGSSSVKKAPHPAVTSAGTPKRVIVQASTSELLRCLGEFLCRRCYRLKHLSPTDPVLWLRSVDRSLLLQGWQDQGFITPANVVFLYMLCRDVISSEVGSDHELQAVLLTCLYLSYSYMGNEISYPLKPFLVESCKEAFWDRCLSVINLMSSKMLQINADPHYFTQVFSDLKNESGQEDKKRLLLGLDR
Wnt act = Wnt/beta-catenin pathway activation. Wnt/beta-catenin reporter cell assay, activator, plate reader. hit rate 1.2% among 300,000. AID 743398. activation, % at 9.35 µM; in the data active = activation above about 30%, passing the limit was not always enough; inconclusive = no clear call, values can overlap the other calls;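 also: 0% = neutral control wells and 100% = positive control wells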
dFosB activator = activators of mouse delta FosB homodimer; activation, % at 25 µM; hit rate 0.99% among 340,000; purified delta FosB, TAMRA-CDK5 oligo fluorescence polarization; percent of positive-control signal above neutral wells;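 active = mean activation above about 17%, with every replicate also reaching it, limit read from the data, passing the limit was not always enough; inconclusive = only one of the two conditions met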;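 also: fluorescence polarization rise as delta FosB binds a TAMRA Cdk5 AP-1 oligo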
Target sequence (P13346 whole entry, looked up): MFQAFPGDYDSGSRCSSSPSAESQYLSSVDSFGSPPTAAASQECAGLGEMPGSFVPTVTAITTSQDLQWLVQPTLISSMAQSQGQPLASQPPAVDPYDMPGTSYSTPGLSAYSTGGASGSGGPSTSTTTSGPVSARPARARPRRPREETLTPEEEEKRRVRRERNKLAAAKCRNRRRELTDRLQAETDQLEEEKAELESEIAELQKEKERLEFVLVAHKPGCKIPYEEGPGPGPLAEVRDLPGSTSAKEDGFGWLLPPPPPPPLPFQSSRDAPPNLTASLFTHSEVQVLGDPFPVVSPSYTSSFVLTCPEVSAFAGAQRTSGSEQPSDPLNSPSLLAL
Starred values were filed as active, the others as inactive; ? = inconclusive; · = no result given.

SMILES	PvdQ acylase	MITF act	SR-BI HDL uptake	HTR5A ag	V-ATPase pHluor	HTR5A inv ctr	NSD2 HMT inh	CDK5 inh	Wnt act	dFosB activator
Cn1c(=O)c2c(nc(NCc3ccccc3)n2C)n(C)c1=O	-19.4	-2.6	23.4	1.4	-0.2	-6.9	-2.1	0.1	-2.7	0.9
COCC(=O)N(CCc1ccccc1)Cc1cc2cc(C)ccc2nc1Cl	0.3	-9.6	10.2	-0.3	2.9	-0.9	1.1	1.1	-2.5	-6.3
CCOc1ccc(NC(=O)Nc2ccc3c(c2)N(C)C(=O)CS3)cc1	-11.2	11.0	43.2	3.0	2.2	-8.9	·	-0.7	-4.3	-0.8
Cc1ccc(N(Cc2ccccc2)C(=O)c2ccc(F)c(S(=O)(=O)N3CCOCC3)c2)cc1	2.5	-4.1	1.7	2.5	-1.5	-6.2	-0.2	0.8	1.8	-8.5
Cc1csc2ncc(C(=O)N3CCCc4ccccc43)c(=O)n12	-8.1	0.2	15.8	1.5	1.9	-8.9	·	0.2	0.9	-4.6
CC1CCCCN1CCNC(=O)C1CCN(S(=O)(=O)c2cccc3cccnc23)CC1 (stereo not drawn)	-3.7	4.8	2.9	3.7	-3.3	-11.1	·	0.4	-2.3	1.5
O=C(Oc1ccc(Cl)c2cccnc12)c1cccnc1	-19.0	-9.7	-3.3	0.1	-2.7	-0.4	6.1	-2.1	-4.8	0.1
CC(Sc1nnnn1C)C(=O)Nc1cc(S(=O)(=O)N2CCCCC2)ccc1Cl (stereo not drawn)	-13.8	-6.1	47.0	6.4	-1.4	13.2	-0.6	0.3	-1.2	-1.0
Cc1ccc(-c2cc(C(F)F)nc(NCc3cccs3)n2)cc1	-10.7	-0.8	-5.5	1.7	0.7	-24.0	-2.9	-1.2	-8.7	0.0
COCC(C)n1c(C)cc(C(=O)COC(=O)c2cccn2C)c1C (stereo not drawn)	5.7	-39.5	7.6	-1.8	8.6	4.4	6.0	1.3	-11.6	-5.2

Brought forward from above: 3 compounds; new compounds follow.
SMILES	PvdQ acylase	MITF act	SR-BI HDL uptake	HTR5A ag	V-ATPase pHluor	HTR5A inv ctr	NSD2 HMT inh	CDK5 inh	Wnt act	dFosB activator
CC(Sc1nnnn1C)C(=O)Nc1cc(S(=O)(=O)N2CCCCC2)ccc1Cl (stereo not drawn)	-13.8	-6.1	47.0	6.4	-1.4	13.2	-0.6	0.3	-1.2	-1.0
Cc1ccc(-c2cc(C(F)F)nc(NCc3cccs3)n2)cc1	-10.7	-0.8	-5.5	1.7	0.7	-24.0	-2.9	-1.2	-8.7	0.0
COCC(C)n1c(C)cc(C(=O)COC(=O)c2cccn2C)c1C (stereo not drawn)	5.7	-39.5	7.6	-1.8	8.6	4.4	6.0	1.3	-11.6	-5.2
COC(=O)C1=C(C)N(c2ccc(OC)c(OC)c2)C(=O)/C1=C\c1ccco1	-8.0	-6.7	-1.3	0.3	-0.3	-7.4	11.6	1.0	·	-2.6
Cc1ccc(NC(=O)Cn2nc(-c3ccco3)ccc2=O)cc1Cl	-13.5	-4.1	-6.5	1.9	0.4	-6.8	2.1	-0.5	1.1	77.7*
CCOC(=O)c1sc(=NC(=O)c2cccc(Br)c2)n(C)c1C	-7.4	73.3	-10.0	-2.9	2.5	-9.0	-1.4	0.1	1.8	-4.0
COc1ccc(Cn2c(=O)[nH]c3cc(C(=O)N4CCN(c5ccc(C(C)=O)cc5)CC4)ccc3c2=O)cc1	-3.1	-13.0	-9.6	1.1	-6.0	-2.8	4.9	1.5	-2.4	14.0
Cc1cc(C)n(-c2cc(-n3nc(C)cc3C)ncn2)n1	-11.3	·	-10.3	2.1	-2.4	-21.6	26.3	0.1	·	-3.2
Cc1cccc(NS(=O)(=O)c2ccc3c(c2)CCN3C(=O)CCC(=O)O)c1	-8.0	0.1	-2.9	0.7	0.4	-2.5	20.1	-0.4	0.4	-5.2
CCCn1nnnc1SCC(=O)c1ccc2c(c1)OCCO2	-9.0	25.6	7.3	-0.7	-1.5	6.8	2.1	0.4	·	-11.4
COc1cc2cc(CN(Cc3ccc4c(c3)OCO4)C(=O)c3ccco3)c(=O)[nH]c2cc1OC	0.7	-0.6	-3.4	-0.7	-6.5	-33.0	-0.4	-2.3	·	-12.1
Nc1ncn(C(=S)Nc2ccccc2)n1	-34.0	-1.2	-6.8	1.6	2.7	-6.2	5.5	-0.8	-3.9	1.0
CCc1ccc(Nc2nnc(SC(C)C(=O)NC3CC3)s2)cc1 (stereo not drawn)	-3.6	20.8	14.2	-6.5	1.4	3.4	-15.2	1.5	-4.0	-7.2
CCCCNc1ccc(C(CC(N)=O)NC(=O)Cc2ccc(Br)cc2)cc1[N+](=O)[O-] (stereo not drawn)	-16.9	35.0	-19.3	-1.8	3.3	3.6	·	0.6	1.2	-2.0
Nn1c(SCc2ccccc2)nc2c(cnn2-c2ccccc2)c1=O	-3.1	46.7	-4.7	0.5	-1.9	-1.3	-4.1	-0.1	?	-4.9
CC(Oc1cccnc1[N+](=O)[O-])C(=O)N1CCc2ccccc21 (stereo not drawn)	8.4	11.2	0.7	-5.4	0.1	20.9	-1.0	0.6	-1.5	-3.3
CC(=O)Nc1ccccc1C(=O)C(=O)Nc1cccc(C(=O)NCC2CCCO2)c1 (stereo not drawn)	-14.3	-3.7	6.2	1.8	-3.0	-4.3	·	-1.0	-0.3	-5.6
CCOC(=O)C1=NN(c2cccc(C)c2)C2(S1)SC(C(C)=O)=C(C)N2c1ccccc1 (stereo not drawn)	-2.8	·	4.6	5.1	-2.2	3.3	1.6	0.7	·	2.3
O=C(O)c1nccnc1C(=O)N1CCN(c2ccccc2)CC1	17.8	6.4	-7.4	2.4	-3.7	-23.9	-2.5	0.0	-0.6	-0.7
O=C(CNc1cc(S(=O)(=O)N2CCOCC2)ccc1N1CCOCC1)Nc1cccc(C(F)(F)F)c1	3.3	0.7	-3.9	1.1	-1.4	-3.9	-0.1	0.3	-0.5	7.6
CC(C)[C@H](NC(=O)Nc1cccc(C(F)(F)F)c1)C(=O)O	-2.6	4.9	-21.1	0.8	2.2	-16.3	0.3	-1.0	·	0.3
COc1cc2c(cc1OC)C(COc1cccc(C(F)(F)F)c1)NCC2 (stereo not drawn)	-4.1	-5.9	-11.5	0.0	1.1	4.0	37.3	0.6	-1.8	-1.6
Cc1nn(CC(=O)NC(C)C(C)C)c(C)c1S(=O)(=O)N1CCCCC1 (stereo not drawn)	-0.5	5.4	-10.0	5.4	-3.0	-28.9	0.1	-1.3	-3.8	-5.3
Cc1ccc(C(=O)NC2CCS(=O)(=O)C2)cc1S(=O)(=O)N1CCOCC1 (stereo not drawn)	-10.4	11.1	1.7	-1.2	-0.6	-1.9	-1.6	0.4	-13.5	-3.2
Cc1cc(SCC(=O)Nc2ccc(O)cc2)n2ncc(-c3ccccc3)c2n1	-8.4	-1.9	20.5	-2.5	0.4	4.2	·	-0.8	1.6	3.4
CCOC(=O)/C(C(=O)Nc1ccccc1Br)=C1/NC(C)(C)Cc2ccccc21	-5.1	-3.4	0.5	-0.3	2.1	11.3	-1.0	-0.9	·	0.7
COc1ccc(-c2noc(CCC(=O)N(C)c3cccc(C)c3)n2)cc1	-8.2	1.6	5.8	0.5	1.0	-1.1	-6.8	0.2	·	-3.1
COC(=O)c1ccccc1NC(=O)C1CCN(c2ncnc3c2nc2n3CCCCC2)CC1	-7.5	-20.6	11.8	1.1	-3.0	-4.2	-4.6	-0.8	-1.4	-6.8
O=C(c1ccc2nc(N3CCOCC3)sc2c1)N1CCC(Cc2ccccc2)CC1	-15.8	31.1	8.1	10.2	-1.0	-31.2	·	-1.2	-3.5	-15.9
Cc1ccccc1NC(=O)Cc1nnc(SCC(=O)NC2=NCCS2)n1C	1.3	-2.7	-3.0	2.8	-0.9	-17.1	-3.4	1.3	0.2	-4.4
COc1ccnc(Oc2ccc(C)cc2C)c1C#N	-1.6	28.5	-10.2	-3.3	·	8.6	-4.3	1.1	7.0	-6.1
CCOc1cc(/C=C2\SC(=N)N(c3nonc3N)C2=O)ccc1OCC(N)=O	-6.7	2.1	-11.4	1.8	-14.5	8.5	0.2	-1.6	·	1.3
CCOC(=O)Cn1ncc2c(=O)oc3ccccc3c21	-8.7	11.4	4.5	8.7	-3.2	8.9	-1.3	-0.8	-3.5	5.2
O=C(Nc1cccc(Cl)c1)OCc1cn(-c2ccccc2)nn1	9.0	-1.6	-9.1	-0.8	1.5	2.1	-2.4	-1.2	-2.0	-1.6
COc1ccc(OC)c(CCNC(=O)CCc2cn(C)c3ccccc23)c1	-2.0	16.3	22.6	-2.1	0.0	7.6	3.2	-0.1	1.4	0.7
O=C(O)CCC(=O)Nc1ccc(/C=C/C(=O)C2CC2)cc1	6.3	-6.1	-2.3	0.0	-2.1	-0.1	-2.2	-1.0	-1.9	-2.4
NC(=O)c1cc2ccc(O)cc2oc1=NCc1ccccc1	-11.9	18.3	-12.5	6.8	-4.9	-8.3	0.2	1.7	-4.0	0.1
Cc1nc(-c2cccc(NS(=O)(=O)c3ccccc3)c2)cs1	-1.3	-2.4	-20.9	0.2	-0.5	-0.7	1.7	0.4	·	-10.2
O=C(CSc1ccc(-c2ccncc2)nn1)c1ccc(Cl)cc1	-0.2	-6.2	·	-1.6	-3.4	-1.8	-8.3	-0.4	-2.5	-5.4
O=C(c1cc2ccccc2o1)N1CCN(c2ccccn2)CC1	2.2	13.8	-4.4	0.7	0.8	-1.8	-0.2	-2.9	2.7	-3.2
Cc1cc(CN(C)C(=O)C2CCC(=O)N(CCc3cccc(F)c3)C2)on1 (stereo not drawn)	-10.2	3.6	-12.5	2.7	0.7	-6.6	-3.3	1.0	0.3	-1.0
C=CCOc1ccc(/C=C2\SC(=S)N(N3CCOCC3)C2=O)cc1	7.2	·	6.9	3.1	1.9	22.3	1.4	0.0	42.4*	2.3
COc1cc(OC)cc(C(=O)Nc2nnc(Cc3ccc(OC)c(OC)c3)s2)c1	8.3	-12.7	-9.6	4.2	-1.6	-10.8	0.1	3.0	-1.1	-2.5
CCCCN(C(=O)Nc1ccc(Cl)cc1)C1CCN(C(C)=O)CC1	-6.7	9.5	9.4	0.6	3.9	-11.1	-1.0	1.9	·	0.5
COc1ccc(CC(=O)NCCCc2ccccc2)cc1OC	-1.9	2.0	-3.4	2.4	1.0	-9.5	-0.8	0.4	-0.6	0.4
Cc1ccc(CNC(=O)Cn2ncn3cccc3c2=O)cc1	5.0	40.5	-11.9	3.5	-4.3	-10.8	·	0.6	12.6	-4.0
O=C(NCc1ccco1)C1CCCN(S(=O)(=O)c2ccc(Br)cc2)C1 (stereo not drawn)	1.1	-1.0	-10.4	-3.0	-2.5	7.9	-1.7	4.1	-1.9	1.9
ClCCCc1cn(C[C@H]2CC[C@@H]([C@@H]3CC[C@H](Cn4cc(CCCCl)nn4)O3)O2)nn1	1.5	-1.4	-17.7	0.7	2.1	2.6	·	0.4	-1.9	-5.5
COc1ccc(CN/C=C2\CCCCC2=O)cc1	-19.0	7.1	-21.9	-1.1	-4.3	-4.0	1.8	0.6	2.8	0.0
CCN(CC)c1ccc(S(=O)(=O)N2CCCCC2)cc1NC(=O)C1CSC2(C)CCC(=O)N12 (stereo not drawn)	-12.9	-5.5	3.7	-0.6	-0.1	1.4	4.9	0.6	2.0	8.2
